Screens: PubChem BioAssay, several laboratories
XIAP displacement: XIAP antagonists, biochemical, IAP family, fluorescence polarization (AID 1018); XIAP BIR domain, fluorescence polarization peptide displacement; higher % means a stronger effect; one-dose displacement, % at 20 µM; IC50 in µM for titrated hits; 200,000 tested, 0.007% active; in the data active means displacement above about 50%; further: a part of the inactive calls stands beside numbers as strong as those of hits
P. falciparum M1AAP: malaria alanyl aminopeptidase activity blockers – biochemical, fluorogenic H-Leu-NHMec substrate, 1536-well (AID 1445). recombinant M1AAP, H-Leu-NHMec fluorogenic kinetic assay; higher % means a stronger effect. one-dose inhibition, % at 30 µM; IC50 in µM for titrated hits. 220,000 tested, 0.42% active;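 active means primary inhibition above the hit cutoff, then over 50% inhibition at one or more dose response concentrations, cut at about 23% in these data, passing the limit was not always enough; inconclusive means conflicting primary data, or primary hits not chosen for dose response; inactive means low primary inhibition, or under 50% at every dose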;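 further: plate controls were DMSO full reaction for no effect and no enzyme background for full effect; strong numbers were not always called active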
TNAP activation fold: stimulation of alkaline phosphatase TNAP activity – biochemical, luminescent, no phosphate acceptor, uHTS, primary screen (AID 1001). purified TNAP, luminescent activation assay, no phosphate acceptor; higher activation fold means a stronger effect. activation fold at 20 µM; hits with a dose series show EC50 in µM. 200,000 tested, 0.03% active; in the data active means activation fold from about 3, or a potency from the dose series; inactive means the rest, 99 in 100 with activation fold below about 1.6; further: many of its hits are not listed in these tables
LYP inhibition: PTPN22 lymphoid phosphatase activity blockers – biochemical, fluorescence intensity, uHTS (AID 1779). one-dose inhibition, % at 11.5 µM; IC50 in µM for titrated hits. recombinant LYP phosphatase, fluorescence intensity; higher % means a stronger effect. 290,000 tested, 0.054% active;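 further: plate controls were vehicle with enzyme for no effect and no enzyme for full effect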
ER stress rescue: rescue of cells from ER stress-induced death, primary screen, 384-well, CSM14.1, thapsigargin, ATP luminescence (AID 1222); CSM14.1 thapsigargin-induced death rescue, ATP luminescence; higher % means a stronger effect; cellular ATP content (survival), % at 20 µM; hits with a dose series show EC50 in µM; 190,000 tested, under 10 active;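 active means EC50 below 50 µM in the dose-response confirmation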;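 further: death triggered by thapsigargin at about 15 µM added after 2 h compound pretreatment; cell ATP read after overnight thapsigargin exposure of roughly 18 to 22 hours; normalized against plate controls of thapsigargin alone and 5% DMSO vehicle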
P. falciparum M17LAP: P. falciparum M17LAP inhibitors, primary screen, biochemical, fluorogenic H-Leu-NHMec substrate, 1536-well (AID 1619) | recombinant M17LAP, H-Leu-NHMec fluorogenic kinetic assay; higher % means a stronger effect | one-dose inhibition, % at 30 µM; IC50 in µM for titrated hits | 220,000 tested, 0.38% active;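 active means compound inhibiting the enzyme by more than half at any dose during confirmatory dose-response retesting; inconclusive means strong single-dose inhibitors picked by rank but not retested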;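 further: plate controls were full reaction with DMSO carrier for no effect and no enzyme background for full effect; strong numbers were not always called active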
human PMI inhibitors: MPI inhibition at elevated mannose 6-phosphate – biochemical, fluorescence intensity, high mannose 6-phosphate, primary screen (AID 1220) | recombinant PMI enzyme, coupled fluorescence intensity; higher % means a stronger effect | 190,000 tested, 0.66% active | inhibition, % at 20 µM; hits with a dose series show IC50 in µM
PMI inhibitors: inhibitors of human PMI, primary screen, biochemical, fluorescence intensity, coupled assay (AID 1209) | purified PMI enzyme, coupled fluorescence intensity; higher % means a stronger effect | one-dose inhibition, % at 20 µM; IC50 in µM for titrated hits | 190,000 tested, 0.42% active;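 further: plate controls were DMSO vehicle for no effect and wells lacking substrate for full effect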
Myeloid diff MLP: promotes myeloid progenitor differentiation | ER-HoxA9 myeloid progenitors, lysozyme-GFP differentiation, flow cytometry | calls only at 10 µM | 360,000 tested, 1% active | AID 624256;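 active means normalized GFP-positive differentiation at or above the plate's own cutoff, the solvent-only control mean plus 3 SD; inconclusive means no clear call, values can overlap the other calls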;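 further: cells exposed to compound for four days before flow analysis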
Myeloid diff MLP GFP+ MAC1+ %: second read-out of Myeloid diff MLP, no call of its own (marks repeat the call); GFP+ MAC1+ double positive, %; measured here: differentiation confirmed by MAC1 staining
An asterisk follows results filed as active; i = inactive; ? = inconclusive; · = no result given; + = active, no number. Unless noted, no stated cut-off is given here; in the data, active means inhibition above about 50%; inactive means the rest.

SMILES	XIAP displacement	P. falciparum M1AAP	TNAP activation fold	LYP inhibition	ER stress rescue	P. falciparum M17LAP	human PMI inhibitors	PMI inhibitors	Myeloid diff MLP	Myeloid diff MLP GFP+ MAC1+ %
CN(C)S(=O)(=O)N1CCN(C(=O)N(c2ccccc2)c2ccccc2)CC1	0.2%	-8%	1.1	-7%	-3.6%	-2%	8%	9%	i	1.2
C=CCn1cccc(C(=O)Nc2cc(OC)c(OC)c(OC)c2)c1=O	-4.9%	9%	1.1	-2%	-0.7%	26%	8%	8%	i	0.1
CCC(=O)N1CCN(c2ccc(Cl)cc2NC(=O)c2ccc(N3CCCC3)c([N+](=O)[O-])c2)CC1	-6.8%	5%	1	12%	3.0%	-8%	20%	14%	i	0.5
COc1cc(NC(=O)c2cccc(Cl)c2)c(OC)cc1NC(=O)CN1CCCCC1	-1.5%	6%	1	1%	-0.6%	5%	·	·	i	0.0
Cc1occc1-c1nnc(SCC(=O)NCCc2ccccc2)n1C(C)c1ccccc1 (stereo not drawn)	-9.9%	7%	1	4%	3.3%	6%	11%	2%	i	2.1
Cc1nc(CS(=O)(=O)c2ccc(Cl)cc2)sc1C(=O)O	·	7%	·	-3%	·	-3%	·	·	i	0.4
N#CCCn1cc(C(=O)Nc2ccc(C(=O)O)cc2)c(-c2cccs2)n1	-5.7%	6%	1	5%	-0.1%	3%	-4%	-5%	i	0.1
COc1cc(OC)cc(C(=O)N[C@H](C(=O)Nc2ccccc2N2CCOCC2)C(C)C)c1	-3.5%	6%	1	-4%	-2.2%	-2%	5%	9%	i	0.6
COc1cc(C2CC(=O)NC3=C2C(=O)CC(C)(C)C3)ccc1O (stereo not drawn)	-3.2%	11%	1.1	-3%	·	15%	4%	11%	i	0.5
Cc1cc(C)n(C(=O)Cn2nc([N+](=O)[O-])c(Br)c2C)n1	-3.7%	1%	1	-5%	-0.1%	14%	-19%	-14%	i	0.6
COc1ccc(CCNC(=S)NCc2ccc(Cl)c(Cl)c2)cc1OC	0.0%	5%	1.8	2%	0.5%	1%	1%	11%	i	0.0
Cn1c(NNC(=O)c2cccc3ccccc23)cc(=O)n(C)c1=O	-2.9%	-1%	1.1	-7%	-0.9%	2%	15%	2%	i	3.0
C=CCC(=O)NC(C)c1cnn(-c2ccccc2C)c1C (stereo not drawn)	0.6%	0%	1.1	-10%	-0.6%	11%	9%	8%	i	0.9
CCn1c(CCNC(=O)c2cccs2)nnc1SCC(=O)Nc1ccc(Cl)cc1	-2.9%	2%	1.1	-9%	-3.5%	12%	0%	2%	i	0.6
O=C(NCc1nc2ccccc2[nH]1)c1ccco1	-0.8%	3%	1.1	-1%	-2.7%	-8%	12%	15%	i	0.6
CC(=O)Nc1cccc(-c2csc(Nc3cc(C)ccn3)n2)c1	-3.5%	-2%	1	-4%	-2.5%	6%	-13%	-11%	i	2.2
CCOc1cc(/C=C2/C(=O)N(c3ccccc3)N=C2C)ccc1OC(=O)c1ccco1	-2.0%	?	1	0%	-1.7%	-1%	43%	38%	i	1.1
CN(C)S(=O)(=O)c1cccc(C(=O)Nc2ccc(S(=O)(=O)N3CCCC3)cc2)c1	-2.0%	0%	1	1%	-0.4%	-3%	6%	2%	i	0.1
CCn1c(CC(=O)Nc2ccccc2)n[nH]c1=S	-8.6%	-3%	0.9	-11%	-1.1%	15%	9%	12%	i	0.3
COc1ccc2c(c1)c1c3n2CCN(C)C3=NCC1	-0.9%	4%	1	-7%	0.3%	11%	0%	-7%	i	1.9
N/C(=N\OC(=O)c1cc(-c2ccccc2)nc2ccccc12)c1ccncc1	-1.7%	10%	1	-6%	-1.1%	6%	16%	10%	i	3.6
CS(=O)(=O)Nc1nc2ccccc2[nH]1	·	-4%	·	-3%	·	-2%	·	·	i	1.2
C/C=C/c1ccccc1OCc1ccc(C(=O)O)o1	1.1%	14%	1.2	-5%	-2.2%	19%	1%	1%	i	0.6
COc1cccc(NC(=S)N(Cc2ccccn2)Cc2ccccc2Cl)c1	0.6%	4%	1.2	0%	-0.1%	0%	-2%	2%	i	0.5
CN1CCN(c2ncnc3c2cnn3-c2ccc(Cl)cc2)CC1	-2.5%	0%	1.2	-4%	-2.3%	-11%	-3%	-6%	i	2.2

(further entries)
SMILES	XIAP displacement	P. falciparum M1AAP	TNAP activation fold	LYP inhibition	ER stress rescue	P. falciparum M17LAP	human PMI inhibitors	PMI inhibitors	Myeloid diff MLP	Myeloid diff MLP GFP+ MAC1+ %
CC(=O)Nc1nc(CCN2C(=O)c3ccccc3C2=O)cs1	-6.4%	7%	1	-3%	-0.1%	1%	-9%	-24%	i	0.1
Cc1ccc(S(=O)(=O)NCC(=O)N(CC(=O)NC2CCCCC2)CC2CCCO2)cc1 (stereo not drawn)	-5.8%	1%	1	-3%	4.2%	3%	-9%	-6%	i	3.7
CCOc1ccc(C(CC(=O)O)NC(=O)COc2ccccc2OC)cc1OC (stereo not drawn)	-8.4%	4%	1	-4%	-1.0%	6%	-9%	-13%	i	0.1
Cc1nn(C(C)c2nc(-c3ccccc3)no2)c(C)c1[N+](=O)[O-] (stereo not drawn)	-7.4%	10%	1	-6%	0.8%	-10%	0%	-11%	i	1.2
Cc1ccc(N(C)C(=O)N2CCN(S(=O)(=O)c3ccc(C)c(C)c3)CC2)cc1	-1.4%	3%	1.1	-5%	2.6%	-6%	-4%	-2%	i	1.7
CCCCN(C)C(=O)C1CCN(Cc2ccc(OCc3ccccc3)cc2)CC1	-4.5%	1%	1.1	-3%	0.2%	7%	-20%	-14%	i	0.6
COc1cc(OC)cc(N2CC(C)(C)C2=O)c1	-3.9%	?	1.1	-7%	-0.6%	0%	0%	-16%	i	0.3
Nc1cc(N)nc(CS)n1	·	-2%	·	-8%	·	-2%	·	·	i	0.6
Cc1ccc(C)c(NC(=O)C(Sc2ncnc3ccccc23)c2ccccc2)c1 (stereo not drawn)	-2.4%	1%	1.1	-3%	3.2%	0%	13%	12%	i	0.3
C=C(C)CSc1nc2nc(C)c(Br)cc2[nH]1	-5.5%	4%	1.1	-6%	-1.1%	9%	19%	14%	i	1.3
O=[N+]([O-])c1ccc(/C=N/n2cn[nH]c2=S)cc1	·	2%	·	1%	·	4%	·	·	i	0.1
C=C(C)Cn1c(SCC)nc2ccccc2c1=O	-3.0%	4%	1	2%	-0.8%	5%	9%	7%	i	0.2
Nc1c(C(=O)NCc2cccs2)nnn1CC(=O)Nc1cccc(Cl)c1	-3.3%	4%	1.1	-4%	-0.8%	-2%	-1%	0%	i	0.7
CC1=C(C(=O)O)N2C(=O)C(NC(=O)c3nn(C)c(C)c3Cl)C2SC1 (stereo not drawn)	-6.0%	3%	1	2%	-0.4%	10%	-6%	-18%	i	1.3
Cc1ccccc1NC(=O)C(NS(=O)(=O)c1ccc2c(c1)c(=O)n(C)c(=O)n2C)c1ccccc1 (stereo not drawn)	-0.5%	-2%	1.1	5%	0.6%	4%	-3%	-1%	i	5.7
COC(=O)C1=C(C)N(c2ccc(C)c(C)c2)/C(=C/c2cccs2)C1=O	-1.7%	7%	1	-3%	-0.9%	5%	12%	10%	i	4.8
COc1ccc(-n2c(Cc3cccn3C)nnc2SCC(=O)Nc2ccc(F)cc2F)cc1	-1.5%	0%	1	4%	·	-2%	12%	8%	+	10*
O=C(CSc1ccsc1[N+](=O)[O-])NCCc1ccc(Cl)cc1	-1.6%	0%	1.1	-6%	0.0%	4%	6%	8%	i	0.6
CCN1C(=O)C(CC(=O)Nc2ccc(OC)cc2)N(Cc2cccs2)C1=S (stereo not drawn)	-4.6%	-1%	0.9	7%	1.8%	7%	9%	-9%	i	0.9
O=[n+]1c2c(n([O-])c3c1CCCC3)CCCCC2	-0.9%	-3%	1.2	-5%	0.1%	9%	7%	0%	i	0.2
CCn1c(=O)c(=O)[nH]c2cc(C(=O)NC3CCCc4ccccc43)ccc21 (stereo not drawn)	-6.8%	6%	1.1	-3%	-0.2%	3%	-16%	6%	i	0.4
Cc1noc(C)c1COC(=O)c1ccc(F)c(S(=O)(=O)N2CCCCC2)c1	-9.5%	1%	0.9	2%	1.8%	-1%	11%	6%	i	0.0
O=C1S/C(=C\C=C\c2ccco2)C(=O)N1c1ccccc1	-2.7%	8%	1.1	12%	3.9%	18%	27%	7%	i	0.9
CCC(C(=O)NC(C)(C)C)N(Cc1cccs1)C(=O)CNS(=O)(=O)c1ccccc1 (stereo not drawn)	·	-2%	·	-10%	·	-5%	·	·	i	0.1
CC(C)Oc1ccc(C(=O)Nc2ccc(C(F)(F)F)n(C)c2=O)cc1	-4.6%	3%	0.9	-9%	2.2%	2%	-2%	10%	i	0.8

Complete entries, quoted from the list. Screens in order: XIAP displacement, P. falciparum M1AAP, TNAP activation fold, LYP inhibition, ER stress rescue, P. falciparum M17LAP, human PMI inhibitors, PMI inhibitors, Myeloid diff MLP, Myeloid diff MLP GFP+ MAC1+ %
`Cc1nn(C(C)c2nc(-c3ccccc3)no2)c(C)c1[N+](=O)[O-]` (stereo not drawn) across the screens: -7.4%, 10%, 1, -6%, 0.8%, -10%, 0%, -11%, i, 1.2
`Cc1ccc(C)c(NC(=O)C(Sc2ncnc3ccccc23)c2ccccc2)c1` (stereo not drawn) across the screens: -2.4%, 1%, 1.1, -3%, 3.2%, 0%, 13%, 12%, i, 0.3
`C=C(C)CSc1nc2nc(C)c(Br)cc2[nH]1` across the screens: -5.5%, 4%, 1.1, -6%, -1.1%, 9%, 19%, 14%, i, 1.3

(continued)
SMILES	XIAP displacement	P. falciparum M1AAP	TNAP activation fold	LYP inhibition	ER stress rescue	P. falciparum M17LAP	human PMI inhibitors	PMI inhibitors	Myeloid diff MLP	Myeloid diff MLP GFP+ MAC1+ %
O=C1NCCCC1C(=O)N/N=C/c1ccccc1[N+](=O)[O-] (stereo not drawn)	·	7%	·	2%	·	2%	·	·	i	1.2
O=C(NC1CCN(Cc2ccccc2)CC1)c1ccccc1F	-6.5%	-1%	1	-10%	2.3%	12%	1%	-4%	i	4.7
CCCCCOC(=O)CSc1nc2c(c(=O)[nH]c(=O)n2C)n1CCc1ccccc1	-1.9%	2%	1.1	2%	·	-10%	107%*	11%	i	0.4
CN(C)c1ccc(C=NCCC2(O)CCOC(C)(C)C2)cc1 (stereo not drawn)	-5.9%	9%	1.1	1%	2.7%	5%	6%	-12%	i	0.9
N#CCSc1nnc(-c2cccnc2)n1-c1ccccc1	-1.8%	-4%	1.1	-8%	3.6%	-7%	-7%	-10%	i	0.5
N=c1cc(C2(O)CCCCC2)n2c(nc3ccccc32)s1	-4.4%	-4%	1.1	-5%	-6.7%	39%	12%	12%	i	0.6
O=C(COc1cccnc1[N+](=O)[O-])N1CCc2ccccc21	-2.8%	-3%	1.1	1%	-0.8%	-5%	-7%	-6%	i	0.2
O=C(NCc1ccc(Cl)cc1)C(=O)NCC1OCCN1C(=O)c1cccs1 (stereo not drawn)	-6.4%	-5%	1.1	-7%	-2.4%	-5%	-7%	0%	i	0.4
Cc1ccccc1NC(=S)c1nc2ccccc2[nH]1	-1.6%	-17%	1.6	-3%	-3.5%	-8%	-7%	-4%	i	0.9
